Screening data as filed in PubChem BioAssay.
OX1R antagonist = blocks the human orexin 1 receptor; CHO/OX1R cells, Fluo-8 calcium fluorescence, orexin A; O43613; inhibition, % at 5 µM; 330,000 tested, 0.43% active;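 active = inhibition above its plate's threshold, mean inhibition of all tested compounds on the plate plus 3 SD, cut at about 37% in these data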;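 note: 0% = orexin A challenge wells and 100% = SB-334867-A antagonist wells; not every result past the cut was called active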
Target sequence (O43613 whole entry, looked up): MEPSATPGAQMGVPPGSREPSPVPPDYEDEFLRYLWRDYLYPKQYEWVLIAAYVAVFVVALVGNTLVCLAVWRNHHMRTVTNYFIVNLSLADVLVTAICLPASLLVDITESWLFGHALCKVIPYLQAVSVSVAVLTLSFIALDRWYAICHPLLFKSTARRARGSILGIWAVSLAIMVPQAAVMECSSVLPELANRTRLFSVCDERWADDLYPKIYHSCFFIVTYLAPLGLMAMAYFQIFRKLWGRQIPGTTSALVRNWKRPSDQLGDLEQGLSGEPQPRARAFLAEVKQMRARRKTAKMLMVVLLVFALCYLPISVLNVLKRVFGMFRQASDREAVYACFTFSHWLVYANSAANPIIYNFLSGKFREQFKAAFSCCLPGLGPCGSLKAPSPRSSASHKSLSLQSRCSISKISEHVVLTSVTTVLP
CHT allo act = allosteric activators of human choline transporter CHT; Q9GZV3; CHT-expressing cells, membrane potential dye, choline EC20; active compounds read high; LV-AA mutant CHT in HEK293 cells; B-score at 10 µM; 310,000 tested, 0.49% active; AID 488977;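 active = initial fluorescence not abnormally high and integrated response B-score, plate-corrected, over 3 SD above library mean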
Target sequence (Q9GZV3 whole entry, looked up): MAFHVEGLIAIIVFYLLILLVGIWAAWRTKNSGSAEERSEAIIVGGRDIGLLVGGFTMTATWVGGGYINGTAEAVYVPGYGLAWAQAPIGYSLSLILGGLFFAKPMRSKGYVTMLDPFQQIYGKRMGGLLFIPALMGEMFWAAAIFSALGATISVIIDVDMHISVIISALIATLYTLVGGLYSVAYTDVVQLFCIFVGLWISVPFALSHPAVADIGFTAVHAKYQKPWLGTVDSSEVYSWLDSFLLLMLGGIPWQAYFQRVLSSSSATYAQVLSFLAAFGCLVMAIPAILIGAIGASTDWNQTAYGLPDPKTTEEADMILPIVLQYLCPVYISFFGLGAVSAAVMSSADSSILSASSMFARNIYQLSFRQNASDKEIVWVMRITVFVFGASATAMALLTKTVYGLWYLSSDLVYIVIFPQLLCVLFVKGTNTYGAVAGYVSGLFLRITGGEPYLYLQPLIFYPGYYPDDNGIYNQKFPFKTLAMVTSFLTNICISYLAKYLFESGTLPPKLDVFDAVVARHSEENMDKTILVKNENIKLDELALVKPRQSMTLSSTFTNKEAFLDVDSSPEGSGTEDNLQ
* = called active by the depositor; i = inactive; nt = no result given. Rows are unselected; 0.83% or so of the library scored in one or more.

Values in the order: OX1R antagonist, CHT allo act
Cc1cc2c(cc1C)C(c1ccccc1Br)CC(=O)N2 (stereo not given)
 : -12, i
COc1ccc(Cc2nnc(Nc3ccc(C)cc3C)[nH]c2=O)cc1
 : -19, i
COc1ccc(-c2nc3c(c(=O)[nH]c(=O)n3Cc3ccccc3)n2Cc2ccccc2)cc1
 : -25, i
CC(C)(C)C(=O)CN1C(=O)C2(OCCO2)c2ccccc21
 : -12, i
CCOc1ccc(CNS(=O)(=O)c2cc(-c3cc(C)no3)ccc2OC)cc1OC
 : 1, i
CCC(=O)N1CCc2cc(S(=O)(=O)CCC(=O)NCCC3=CCCCC3)ccc21
 : -39, i
C[C@H]1COC(=O)[C@H](CC(=O)OC(C)(C)C)C/C=C\C[C@H](CC(=O)N(CCO)Cc2ccccc2)C(=O)N1
 : -3, nt
O=C1OCC=C1NNC(=O)c1cccnc1
 : -10, i
COc1cc(C)cc(CN2CCC(Cc3ccccc3)CC2)c1O
 : -20, i
CN(C(=O)c1ccccn1)c1nnc(-c2ccccn2)s1
 : -17, i

Looked up one by one from the entries so far:
Values in the order: OX1R antagonist, CHT allo act
COc1cc(C)cc(CN2CCC(Cc3ccccc3)CC2)c1O
 : -20, i
C[C@H]1COC(=O)[C@H](CC(=O)OC(C)(C)C)C/C=C\C[C@H](CC(=O)N(CCO)Cc2ccccc2)C(=O)N1
 : -3, nt
Cc1cc2c(cc1C)C(c1ccccc1Br)CC(=O)N2 (stereo not given)
 : -12, i
CC(C)(C)C(=O)CN1C(=O)C2(OCCO2)c2ccccc21
 : -12, i

Further results follow.
Values in the order: OX1R antagonist, CHT allo act
CCOC(=O)[C@H]1[C@H]2COc3ccc(Cl)cc3[C@H]2N2C(=O)CNC(=O)[C@@]12C
 : -24, nt
C/C(N)=C(/C#N)C(=O)COC(=O)c1cc(-c2cccc(Br)c2)nc2ccccc12
 : 15, i
O=C(NCC(c1cccs1)N1CCOCC1)c1cn(-c2ccccc2)nc1-c1ccccc1 (stereo not given)
 : -17, nt
O=C(CC(c1ccccc1)c1ccccc1)NCc1cccnc1
 : -27, i
O=C(NC1=NCCS1)c1ccc(Cl)c(S(=O)(=O)N2CCCCC2)c1
 : -23, i
O=C(CN1CCN(c2ccc(F)cc2)CC1)Nc1cccc(C(F)(F)F)c1
 : -19, i
CCn1nnnc1-c1ccc(OC)c(S(=O)(=O)Nc2ccc(S(N)(=O)=O)cc2)c1
 : -10, i
O=C1CC(NS(=O)(=O)c2cccnc2)CN1c1ccc(F)cc1 (stereo not given)
 : -14, i
O=C(CN(c1cccc([N+](=O)[O-])c1)S(=O)(=O)c1ccccc1)NCc1cccnc1
 : -7, i
CC(C)c1cccc(-c2ccc3c(c2)S(=O)(=O)c2cccc(C(=O)NCc4ccccc4)c2C3=O)c1
 : -11, nt
O=C(Nc1nnc(COc2ccc(Cl)cc2)s1)c1ccco1
 : -4, i
COc1ccccc1CNC(=O)C(Cc1c[nH]c2ccccc12)NC(=O)OCc1ccccc1 (stereo not given)
 : 1, i
Cc1ccnc(NS(=O)(=O)c2ccc(Oc3ccccc3)cc2)c1
 : 1, i
O=C(COc1ccccc1)NCCc1cn2ccsc2n1
 : 2, i
CS(=O)(=O)Nc1ccc(C2=NN(C(=O)C3CCCCC3)C(c3cccs3)C2)cc1 (stereo not given)
 : -26, i
O=C(Nc1cccc(Br)c1)c1cc2ccccc2o1
 : -28, i
O=C(Nc1cccc(C(F)(F)F)c1)c1cccnc1N1CCN(CCO)CC1
 : -21, i
CC(=NCCc1ccccc1)C1=C(O)COC1=O
 : -11, i
Cc1cc(N/N=C2/CCCc3ccccc32)nc2ccccc12
 : -19, i
Cn1cc(/C=N\NC(=O)C2COc3ccccc3O2)c2ccccc21 (stereo not given)
 : -3, i
CC(Oc1ccc(Br)cc1)C(=O)NC1CCCCCC1 (stereo not given)
 : -27, nt
Cn1c(NCCCN2CCOCC2)nc2c1c(=O)n(Cc1ccc(Cl)cc1)c(=O)n2C
 : -41, i
COC(=O)c1ccc(CN=C(NS(=O)(=O)c2ccccc2)c2ccccc2)cc1
 : 29, nt
O=C(NCC1CCCN(Cc2cccc(C(F)(F)F)c2)C1)c1ccc(F)cc1 (stereo not given)
 : -42, i
COc1ccc(NC(C)=O)cc1S(=O)(=O)N(C)Cc1c(C)nn(-c2ccccc2)c1C
 : 5, nt
COc1ccc(NC(=O)COC(=O)/C=C/c2cnc3ccccc3n2)cc1
 : -8, i
COCC(=O)OCC(=O)Nc1ccccc1-c1ccccc1
 : -13, i
COc1c(S(=O)(=O)N2CCN(c3ccc(F)cc3)CC2)ccc(Cl)c1Cl
 : -24, i
O=C(COC(=O)c1ccc([N+](=O)[O-])o1)Nc1cccc2ccccc12
 : -25, i
COc1ccc(OC)c(C(=O)NC2CCSc3ccccc32)c1 (stereo not given)
 : -21, i
CCOc1ccc(S(=O)(=O)N(C)c2ccc(OCC(=O)NCc3cccnc3)cc2)cc1
 : -35, i
Cc1ccc(S(=O)(=O)c2nnn3c2nc(N2CCCCC2)c2ccccc23)cc1
 : -36, i
CC(=O)c1cccc(Nc2nc(-c3ccccc3)nc3ccccc23)c1
 : -19, i
COc1ccccc1OCc1ccc(C(=O)Nc2ccncc2)o1
 : -9, i
Cc1c(CNC(=O)C2CCC(=O)N(CCc3ccccc3)C2)cnn1C (stereo not given)
 : -2, i
COc1ccc(-n2ncc(N(C)n3cccc3)c(Cl)c2=O)cc1
 : -20, i
CCOC(=O)N1CCN(Cc2ccc3c(c2)OCO3)CC1
 : 5, i
COc1cc(/C=C/C(=O)OCC(=O)N2CCCc3ccccc32)ccc1OC(F)F
 : -18, i
S=c1[nH]nc(CSCc2ccc(Cl)cc2Cl)n1-c1ccccc1
 : -15, i
CC(=O)c1ccccc1C(=O)N(C)C1CCCN(Cc2ccccc2F)C1 (stereo not given)
 : -33, i
O=C(CCCCCN1C(=O)c2ccccc2C1=O)NCc1ccccn1
 : -8, i
Cc1ccc(CN2Cc3cccc4c3[C@@H](CC2=O)[C@H](O)[C@H](O)C4)cc1
 : -5, nt
CCc1ccc(NC(=O)C2CCN(S(=O)(=O)c3ccc4[nH]c(=O)ccc4c3)CC2)cc1
 : -7, i
Cc1cc(C(=O)NCc2cccs2)cs1
 : -1, i
COc1ccc(S(=O)(=O)Nc2cc3c4c(c2)C(C)C(=O)N4CCC3)cc1OC (stereo not given)
 : -10, i
CCn1c(COc2ccc(C(C)C)cc2)nnc1SCC(=O)Nc1nccs1
 : -19, i
CN(CCCC(=O)Nc1ccc(OC(F)F)cc1)S(=O)(=O)c1ccc(F)cc1
 : -19, i
COc1ccccc1NC(=O)c1ccc2nsnc2c1
 : -20, i
O=C(c1cc(COc2ccc3ncccc3c2)on1)N1CCCC(O)C1 (stereo not given)
 : -8, i
COc1cc(C(=O)NC(c2ccccc2)c2ccccc2)cc(OC)c1OC
 : -30, i

Three entries already listed, ordered by SMILES length, rising.
Values in the order: OX1R antagonist, CHT allo act
Cc1cc(C(=O)NCc2cccs2)cs1
 : -1, i
COc1ccccc1NC(=O)c1ccc2nsnc2c1
 : -20, i
COc1cc(C(=O)NC(c2ccccc2)c2ccccc2)cc(OC)c1OC
 : -30, i

Later entries
Values in the order: OX1R antagonist, CHT allo act
O=C(CSc1cccc[n+]1[O-])Nc1cccc(S(=O)(=O)NC2=NCCCCC2)c1
 : -8, i
COc1ccc(Cc2noc(-c3ccc(OC)c(OC)c3)n2)cc1OC
 : -15, i
Cc1cccc(NC(=O)NCCN2CCCCC2)c1
 : -21, i
CN(C(=O)CSc1nc(O)cc(=O)n1C1CCCC1)c1ccccc1
 : -11, i
COc1ccc(OC)c(NC(=O)CCc2nnc3ccc(N4CCC(C)CC4)nn23)c1
 : -26, i
S=C1SCN(Cc2cccnc2)CN1Cc1ccccc1
 : -1, i
CCOc1ccc(Oc2ccc(S(=O)(=O)N3CCOCC3)cc2NC(=O)C2=COCCO2)cc1
 : -7, i
Cc1cccc(C)c1NC(=O)CN(C)C(=O)c1cccc(S(=O)(=O)N2CCN(c3ccc(F)cc3)CC2)c1
 : 1, i
Cc1cc(=O)n2c(n1)NC(Nc1cccc(C)c1C)=NC2c1ccc(F)cc1 (stereo not given)
 : -19, i
COc1ccccc1NC(=S)NCc1ccc2c(c1)cc(C)n2C
 : -23, i
Cc1cc(C(=O)N/N=C(\CCC(=O)O)c2cccs2)c2ccccc2n1
 : -5, i
COC1C=CC(CNC(=O)c2cc3c(=O)n4cccc(C)c4nc3n2C)(OC)O1 (stereo not given)
 : -10, i
Cc1csc(NC(=O)c2cccc(C)c2C)n1
 : -8, i
C/C=C/c1ccc(Oc2nnnn2-c2ccc(C(=O)O)cc2)c(OC)c1
 : -3, i
Oc1ccc(O)c(-c2cnns2)c1
 : 2, i
O=C(COC(=O)Cc1cccc(C(F)(F)F)c1)NC1CCS(=O)(=O)C1 (stereo not given)
 : 2, i
O=C(Cn1cnc2sc3c(c2c1=O)CCCC3)NCC(=O)Nc1c(F)cccc1F
 : -28, i
C[C@@H]1CN([C@@H](C)CO)C(=O)Cc2cc(NS(=O)(=O)c3ccccc3)ccc2O[C@H]1CN(C)S(C)(=O)=O
 : 4, nt
Cc1cc(NC(=O)COc2ncnc3sc(C)c(C)c23)no1
 : -39, i
COc1ccccc1C(=O)COC(=O)c1nc2nc(C)cc(C)n2n1
 : -6, i
Cc1ccc(-n2cnc3ncnc(-c4ccccc4)c32)cc1
 : -10, i
COc1ccc(C2CC(c3ccc(Cl)cc3Cl)Nc3nc(N)nn32)cc1OC (stereo not given)
 : -3, i
Cc1ccc(CNC(=O)CN(c2ccc(C)cc2)S(=O)(=O)c2c(C)nn(C)c2C)cc1
 : -31, i
CCCC(=O)N=c1sc2cccc(F)c2n1C
 : -13, i
Cc1cccc(C)c1NC(=O)CC(C)c1ccccc1 (stereo not given)
 : 11, i
Cc1cc(Br)ccc1SCC(=O)OCC(=O)NC(C)c1ccccc1 (stereo not given)
 : -14, i
CCCc1nnc(SCC(=O)N2CCOCC2)n1C
 : -9, i
O=C(NCc1ccccc1)/C(=C\c1ccc([N+](=O)[O-])cc1)NC(=O)c1ccco1
 : -19, i
CC(=O)Nc1scc(-c2ccccc2)[n+]1-c1ccc(C)cc1
 : -8, i
Cc1oc2cc3oc(=O)c(CCC(=O)N[C@H](C(=O)O)C(C)C)c(C)c3cc2c1C
 : -14, i
CN1C(=O)/C(=N/OC(=O)c2ccccc2Br)c2ccccc21
 : -12, i
Cn1c(N)c(C(=O)CSc2ccc3c(c2)OCCO3)c(=O)n(C)c1=O
 : -5, i
Cc1cccc(NC(=O)CCCn2c(=S)[nH]c3ccccc3c2=O)c1
 : -18, i
CCN(c1ccc(OC)cc1)S(=O)(=O)N1CCCC(C(=O)NCc2cccc(C)c2)C1 (stereo not given)
 : -28, i
Cc1ccccc1OC1=NS(=O)(=O)c2ccccc21
 : -12, i
COc1ccccc1N1CCN(CC(=O)c2c(N)n(C)c(=O)n(C)c2=O)CC1
 : -13, i
COc1ccc(CC(=O)NNC(=O)c2cnccn2)cc1
 : -4, i
Cc1ccc(-n2ncc(C#N)c2/N=C/N(C)C)cc1
 : -8, i
COc1cccc(NC(=O)N2CCCC(C(=O)NCc3ccc(F)cc3)C2)c1 (stereo not given)
 : -27, i
Cc1cccc(NC(=O)c2nnn(-c3cccc(C(F)(F)F)c3)c2N)c1
 : 11, i
COc1cccc(-c2cc(C(F)(F)F)nc(-n3cc(C)cn3)n2)c1
 : -30, i
CCOC(=O)C1=C(O)C(=O)N(Cc2ccc(C(C)(C)C)cc2)CC1
 : 3, i
COc1ccc(NC(=O)N(Cc2cc3ccc(OC)cc3[nH]c2=O)CC2CCCO2)cc1 (stereo not given)
 : -19, i
CN(CC(O)Cn1cnc2c1c(=O)n(C)c(=O)n2C)c1ccccc1 (stereo not given)
 : -13, i
CN1CCN(c2ccccc2NC(=O)c2cc3ccccc3o2)CC1
 : -18, i
CCN(CC(=O)Nc1c(F)cccc1F)C(=O)c1cccc(S(=O)(=O)N2CCc3ccccc3C2)c1
 : -18, i
Cc1cccc(OCCC(=O)Nc2ccc(F)c(F)c2)c1
 : 6, i
CCCCc1ccc(NC(=O)C(=O)NCCN2CCN(Cc3ccc([N+](=O)[O-])cc3)CC2)cc1
 : 5, i
COc1ccc(CN(C)CC(=O)NC(=O)NCc2ccccc2)c(OC)c1
 : -29, i
O=C(CCc1ccccc1)NNC(=O)c1cc(Cl)ccc1O
 : -6, i

Next entries.
Values in the order: OX1R antagonist, CHT allo act
CS(=O)(=O)N(CC(=O)N1CCN(Cc2ccccc2)CC1)c1ccc(F)cc1
 : -14, i
CCc1nnc(NC(=O)C2CCCN(S(=O)(=O)c3ccc(OC)cc3)C2)s1 (stereo not given)
 : -27, i
C#CCSc1nnc(-c2ccccc2)c(=O)[nH]1
 : -2, i
COCCn1c(-c2ccc(OC)cc2)nc2oc3cc(OC)ccc3c(=O)c2c1=O
 : -18, i
O=c1[nH]c2ccc(NC(=S)Nc3ccccc3)cc2[nH]1
 : -17, i
CCOC(=O)c1c(NC(=O)c2ccoc2C)sc(C)c1C
 : -18, i
COc1ccccc1C(=O)NC(=S)Nc1ccc(NC(=O)c2ccco2)cc1
 : -14, i
O=S(=O)(c1ccc(F)cc1)N1CCN(c2ccc(-c3ccccc3)nn2)CC1
 : 4, i
COc1ccc(NC(=O)COC(=O)c2n[nH]c3ccccc23)c(OC)c1
 : 12, nt
Clc1cnc(Nc2cccnc2)c(Cl)c1
 : -7, i
O=C(c1c(F)c(F)c(F)c(F)c1F)N1CCN(c2cccc(C(F)(F)F)c2)CC1
 : -2, i
CN(NC(=O)C(C)(C)C)c1nc(-c2ccccc2)nnc1C(F)(F)F
 : -3, i
COc1ccc(C(=O)CSc2nnnn2C)c(OC)c1
 : -20, i
Cc1ccccc1C(=O)NC1CCN(C(=O)N2CCOCC2)CC1
 : -3, i
O=[N+]([O-])c1ccc(C2CC(c3ccccc3)=Nc3ccccc3S2)cc1 (stereo not given)
 : -12, i
